PglD inh = blocks C. jejuni PglD acetyltransferase activity | purified PglD enzyme, DTNB colorimetric CoA detection | inhibition, % at 12.5 µM | actives 0.098% (n = 360,000) | AID 602405; in the data active = inhibition above about 16%, passing the limit was not always enough; inconclusive = no clear call, values can overlap the other calls; note: strong numbers were not always called active
CASP6 VEID inh = blocks human caspase-6 cleavage activity; purified caspase-6, Z-VEID-R110 cleavage fluorescence; actives 0.53% (n = 350,000); inhibition, % at 12.5 µM; AID 686996;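 active = mean inhibition across replicates at least about 35%, with every replicate also reaching that limit, limit read from the data; inconclusive = only one of the two criteria met; inactive = neither criterion met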;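 note: 0% = median of neutral control wells and 100% = no fluorescence left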
Target sequence (P55212 24-179 limits assumed): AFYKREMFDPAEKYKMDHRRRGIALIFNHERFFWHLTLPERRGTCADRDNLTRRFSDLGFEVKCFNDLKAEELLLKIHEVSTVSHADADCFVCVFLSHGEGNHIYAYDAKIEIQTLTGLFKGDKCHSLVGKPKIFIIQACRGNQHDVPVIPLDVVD
Target sequence (P55212 194-293 limits assumed): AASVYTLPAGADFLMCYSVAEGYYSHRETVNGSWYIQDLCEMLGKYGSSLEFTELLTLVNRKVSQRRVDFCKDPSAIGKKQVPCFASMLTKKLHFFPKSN
E-selectin induc = induces E-selectin expression in human endothelial cells. P16581. HUVEC E-selectin immunofluorescence imaging; normalized: neutral wells 0, TNF-alpha wells 100. activation, % at 7.58 µM. actives 0.37% (n = 260,000);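 active = mean E-selectin-positive cell signal at least 10% of the positive control, reached in at least 60% of replicates, without over 20% cell loss; inconclusive = no rule given, readout overlaps actives, possibly toxicity-flagged; inactive = the rest, including those meeting only one limit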;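 note: in these data hits start at about 27%; measured in HUVEC primary endothelial cells; signal is the percent of cells scored E-selectin positive by PE staining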
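Read-out: % PE-positive cells | Test system: HUVEC | Doses: One compound dose added by pin transfer | Buffer or medium: EGM-2 over gelatin coat | Signal: Immunofluorescence imaging | Benchmarks: TNF-alpha, DMSO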
RAD54 branch = inhibitors of human RAD54 branch migration. inhibition, % at 10.4 µM. RAD54 Holliday junction branch migration, FAM/BHQ fluorescence. AID 602329. actives 0.14% (n = 360,000). Q92698;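 active = mean normalized replicate activity at least 40 and at least half of replicates scoring 40 or more; inconclusive = only one of the two criteria met; inactive = mean below 40 and under half of replicates reaching 40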;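 note: 0% = median of neutral control wells and 100% = median of positive control wells; inhibitors cause a drop in the FAM fluorescence signal; in these data hits start at about 50%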
ERp5 inh = ERp5 (human) disulfide isomerase inhibition. actives 0.05% (n = 350,000). AID 651711. ERp5 insulin aggregation, absorbance 650 nm, 90 min. inhibition, % at 9.99 µM. Q15084;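 active = mean replicate inhibition above about 25%, with every replicate also reaching it, limit read from the data, passing the limit was not always enough; inconclusive = only one of those two criteria met; inactive = neither criterion met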
Target sequence (Q15084 whole entry, looked up): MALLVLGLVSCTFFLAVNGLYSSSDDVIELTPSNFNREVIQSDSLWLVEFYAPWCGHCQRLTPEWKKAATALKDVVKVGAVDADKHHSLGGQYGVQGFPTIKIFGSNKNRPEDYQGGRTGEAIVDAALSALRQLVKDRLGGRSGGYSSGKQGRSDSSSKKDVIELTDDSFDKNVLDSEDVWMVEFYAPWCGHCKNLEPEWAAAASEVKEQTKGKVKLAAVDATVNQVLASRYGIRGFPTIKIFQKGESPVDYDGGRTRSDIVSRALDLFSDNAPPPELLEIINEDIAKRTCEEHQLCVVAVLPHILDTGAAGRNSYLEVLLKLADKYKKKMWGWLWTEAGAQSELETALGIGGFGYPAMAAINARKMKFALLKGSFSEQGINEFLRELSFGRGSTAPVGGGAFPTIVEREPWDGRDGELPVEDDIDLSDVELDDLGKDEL
esBAF inh = SWI/SNF esBAF complex inhibition; mouse ES cells, Bmi1-luciferase knock-in reporter, 24 h; 100% = twice the neutral-well signal; reporter increase, % at 12.5 µM; actives 2% (n = 350,000); in the data active = activation above about 40%; inconclusive = no clear call, values can overlap the other calls;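 note: 0% = median of the plate's neutral control wells and 100% = double that signal; a rise in the Bmi1 reporter signal indicates esBAF inhibition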
RAD52 anneal inh = inhibitors of human RAD52 DNA annealing | P43351 | recombinant RAD52 DNA annealing, FRET fluorescence | inhibition, % at 18.7 µM | actives 0.46% (n = 360,000);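 active = every replicate showing at least 50% inhibition; inconclusive = mean inhibition at least 50% but not in every replicate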
ARNT TACC3 PPI = ARNT/TACC3 interaction disruption | Q9Y6A5 | AlphaScreen His-ARNT PAS-B/GST-TACC3 binding, luminescence; TACC3 fragment carries E629A point mutation | inhibition, % at 9.99 µM | actives 0.66% (n = 390,000) | AID 623870;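 active = mean inhibition of replicates at least 50% and at least half of replicates each reaching 50%; inconclusive = half or more replicates reach 50% but mean below 50%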;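 note: 0% = complete ARNT plus TACC3 wells and 100% = ARNT alone without TACC3; many hits fall short of the cut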
* hit, by the source's call; ? = inconclusive; . = no result given; & = joins results of further samples.

SMILES	PglD inh	CASP6 VEID inh	E-selectin induc	RAD54 branch	ERp5 inh	esBAF inh	RAD52 anneal inh	ARNT TACC3 PPI
Cc1noc(C)c1NC(=O)Nc1ccc2c(c1)C(=O)N([C@H](C)CO)C[C@@H](C)[C@@H](CN(C)Cc1ccc3c(c1)OCO3)OCCCC[C@H](C)O2	-2	-1	1.7	-1	0	5	7	-2
CCOC(=O)c1ccc(-n2c(N)c(C(=O)NCC3CCCO3)sc2=S)cc1 (centres undefined)	5	.	.	6	.	-8	.	1
Cn1cnc(S(=O)(=O)N2CC[C@@H]3[C@H](CO)Nc4ccc(-c5cccc(F)c5)cc4[C@@H]32)c1	0	0	0.0	-3	-2	10	5	3
CC1CCc2c(C(=O)NCc3cccnc3)csc2C1 (centres undefined)	7	0	.	2	3	0	-2	18
CCOC(=O)c1c(-c2ccc(C)cc2)csc1/N=C/N(C)C	.	-4	4.0	.	-1	.	-11	-1
CCOC(=O)CNC(=O)COc1coc(CN2CCN(c3ccccc3)CC2)cc1=O	-1	5	.	1	3	-2	-8	-4
CC1(c2nnc(-c3cccc(Cl)c3)o2)CC(c2ccc(Br)cc2)=NO1 (centres undefined)	6	.	-0.1	8	.	15	.	1
O=C(c1ccncc1)N1C[C@@H]2[C@H](c3ccccc31)[C@@H](CO)N2C(=O)Nc1ccccc1Cl	2	-6	-0.2	-12	-5	-7	7	-4
Cc1ccc(CSc2nnc(CS(=O)Cc3ccc(Cl)cc3Cl)n2C)cc1 (centres undefined)	5	3	.	-3	-3	2	1	-9
O=C(N[C@@H](Cc1ccccc1)C(=O)OCc1ccccc1)c1nc[nH]c1C(=O)NC1CCNCC1	1	6	0.5	-2	9	0	9	14
Brc1ccc(-c2csc(/N=C/N3CCOCC3)n2)cc1	2	.	.	-5	.	51*	.	-12
CCOCCCNC(=S)N1CCCN(c2nc3cc(C)cc(C)c3cc2C#N)CC1	.	2	.	.	-4	.	1	6
C[C@@H]1CN([C@@H](C)CO)S(=O)(=O)c2ccc(/C=C/c3ccccc3)cc2O[C@@H]1CN(C)C(=O)c1ccc2c(c1)OCO2	2	-4	0.8	16	0	-9	10	.
COc1ccc(-c2cnc3c(c2)C(=O)N([C@H](C)CO)C[C@H](C)[C@@H](CN(C)C(=O)CN(C)C)O3)cc1	6	1	0.3	9	-1	-12	1	5
O=C(Nc1cccnc1Cl)c1cc(-c2ccccc2O)on1	4	-4	0.8	-2	-3	65*	-27	-3
CCCCn1c(N)c(N(CC)C(=O)c2cc(S(=O)(=O)N3CCN(CC)CC3)ccc2Cl)c(=O)[nH]c1=O	1	3	1.3	-9	6	-5	-9	-5
C[C@@H]1CCCCO[C@H](CN(C)C(=O)Nc2ccc3c(c2)OCO3)[C@H](C)CN([C@H](C)CO)C(=O)c2cc(NC(=O)Cc3ccccc3)ccc2O1	5	.	0.1	7	.	1	.	-11
CC(C)CC1(C(=O)NCc2cc(F)cc(C(F)(F)F)c2)C=CCN1C(=O)c1ccccc1 (centres undefined)	-3	0	-0.1	-20	5	7	-17	11
Cc1cccnc1NC(=O)c1ccc(OCc2c(C)noc2C)cc1	6	-4	0.0	-11	2	24	-2	-7
COc1ccc2oc(C(=O)NCCC(C)C)c(C)c2c1	-1	3	3.1	-7	1	26	-14	-5
CCCCc1ccc(NC(=O)CN2C(=O)C3CCCCC3C2=O)cc1 (centres undefined)	1	-2	.	-4	-3	.	-12	-1
Cc1cc(-n2c(C)cc(C(=O)CN3C(=O)NC4(CCCCC4)C3=O)c2C)no1	2	4	.	5	-3	12	-30	-8
O=C(C[C@@H]1CC[C@@H]2[C@H](COC[C@H](O)CN2Cc2cc(F)ccc2F)O1)N[C@@H]1CCN(Cc2ccccc2)C1	-2	1	0.1	4	4	-6	1	2
OC[C@@H]1[C@@H]2c3ccccc3NC[C@@H]2N1CC1CCCCC1	-2	-2	0.2	-6	-4	-5	-3	6
COCCN(C(=O)CNC(=O)c1ccco1)C(C(=O)NC1CCCC1)c1ccc(OC)c(OC)c1 (centres undefined)	-1	-6	.	4	0	-7	-13	.
CC1CCN(c2ccc3nnc(CCC(=O)NCC(C)c4ccccc4)n3n2)CC1 (centres undefined)	-1	-1	.	4	-12	-3	-7	0
C[C@@H]1CN([C@H](C)CO)C(=O)c2cc(NC(=O)Nc3ccc4c(c3)OCO4)ccc2O[C@H]1CN(C)S(=O)(=O)c1ccc(F)cc1	2	-1	51*	1	7	-3	-8	5
CCOC(=O)/C=C/C(=O)Nc1ccc(S(=O)(=O)N2CCCCCC2)cc1	.	1	.	.	1	.	-22	-8
CN(C(=O)c1cccc(NC(=O)c2ccco2)c1)c1ccccc1	-1	2	0.1	3	-8	2	-23	-7
C[C@@H]1CN([C@@H](C)CO)C(=O)c2ccccc2-c2ccccc2CO[C@@H]1CN(C)S(=O)(=O)c1ccc(F)cc1	1	4	-0.5	3	5	-2	16	4
N#C[C@H]1[C@@H](c2ccccc2C2=CCCC2)[C@@H](CO)N1C(=O)NC1CCCC1	.	0	0.1	.	-3	.	-7	.
O=C(Cn1c(SCC(=O)N2CCc3ccccc3C2)nc2ccccc21)NC1CCCC1	-1	.	.	-5	.	-7	.	5
CCc1ccc([C@@H]2C[C@H]3[C@@H](CN2S(=O)(=O)c2ccc(C)cc2)C(=O)C[C@@H](c2ccccc2)N3S(=O)(=O)c2ccc(C)cc2)cc1	-3	-1	-1.7	-2	0	2	-1	.
COc1ccc(N(C(=O)c2snc(C(N)=O)c2N)C(C(=O)NCc2ccc(F)cc2)c2ccc(O)cc2)cc1 (centres undefined)	-2	3	-0.2	-9	3	2	7	2
O=C(NCCCN1CCCC1=O)c1ccc(NS(=O)(=O)c2cccc([N+](=O)[O-])c2)cc1	.	0	-0.2	.	-2	0	-5	-4
O=C(O)/C(=C\c1ccc(-c2ccc(F)cc2)o1)c1ccccc1	.	1	-1.7	.	0	.	-36	-3
COCCCN1C(=O)C(=O)/C(=C(/O)c2ccc(C)cc2)C1/C=C/c1ccccc1 (centres undefined)	2	4	.	3	?	3	1	-2
O=C(C[C@H]1C=C[C@@H](NC(=O)CN2CCOCC2)[C@H](CO)O1)NC1CCCCC1	-4	3	-0.3	-1	2	1	-2	-16
COc1ccc(NC(=O)CN(C)C(=O)CSCc2ccc(C)cc2)cc1	.	0	.	.	10	.	-12	-8
Cc1cc(N2CCN(c3ccccc3)CC2)nc(NCc2ccccc2)n1	3	2	.	5	-2	.	2	.
Cc1ccc(S(=O)(=O)NCc2ccccc2)cc1C(=O)NC(C)c1ccc(S(N)(=O)=O)cc1 (centres undefined)	3	-10	.	3	1	4	-9	-1
c1ccc(-c2ccc(OCCCn3cncn3)cc2)cc1	2	.	-1.7	3	.	51*	.	-5
CCN1CCN(CCNC(=O)c2ccc(/C=C3/Sc4ccccc4N(Cc4ccccc4C)C3=O)cc2)CC1	-4	-108	.	1	-1	4	55*	37
CC(=O)c1ccc(-c2nnc(CCC(=O)N3CCCC(C(=O)CC(C)C)C3)o2)s1 (centres undefined)	.	12	0.1	.	-8	83*	-7	-2
CC1CCCC(NC(=O)c2cccs2)C1C (centres undefined)	-4	0	.	-4	-13	43*	-6	2

Structural class, those above containing an NH in an aromatic ring
SMILES	PglD inh	CASP6 VEID inh	E-selectin induc	RAD54 branch	ERp5 inh	esBAF inh	RAD52 anneal inh	ARNT TACC3 PPI
O=C(N[C@@H](Cc1ccccc1)C(=O)OCc1ccccc1)c1nc[nH]c1C(=O)NC1CCNCC1	1	6	0.5	-2	9	0	9	14
CCCCn1c(N)c(N(CC)C(=O)c2cc(S(=O)(=O)N3CCN(CC)CC3)ccc2Cl)c(=O)[nH]c1=O	1	3	1.3	-9	6	-5	-9	-5

The results go on:
SMILES	PglD inh	CASP6 VEID inh	E-selectin induc	RAD54 branch	ERp5 inh	esBAF inh	RAD52 anneal inh	ARNT TACC3 PPI
CCOC(=O)c1sc2ncn(/N=C/c3cccnc3)c(=O)c2c1C	-2	.	.	8	.	-2	.	-4
C[C@@H]1CN([C@H](C)CO)C(=O)Cc2cc(NC(=O)CCC(F)(F)F)ccc2O[C@@H]1CN(C)C(=O)Nc1ccccc1	-2&8	-1&-2	0.8&0.1	-1&2	8&4	1	1&-6	-2&10
CC1C(=O)C(C)(C)C(=O)OC1c1ccc([N+](=O)[O-])cc1 (centres undefined)	.	-2	-0.1	.	-1	-1	-14	-4
CCn1c2c(c3cc(Cl)ccc31)CCCC2=O	3	1	-0.3	-7	4	3	-13	8
CO[C@@H]1CN(C)C(=O)c2ccc(NC(=O)Nc3ccccc3)cc2OC[C@@H](C)N(C(C)=O)C[C@@H]1C	10	-2	0.1	0	0	-1	-2	-5
Cc1cccc(C)c1OCC(=O)Nc1cccc(-c2nnc(-c3ccccc3)o2)c1	6	.	.	-6	.	-10	.	-18
C=CCn1c(SCC(=O)NCCCO)nc2sc3c(c2c1=O)CCC3	1	6	.	-17	0	-2	-4	-6
OCCC1CCCCN1CC(O)COCc1ccc(Cl)cc1 (centres undefined)	.	-6	-0.2	.	-3	-2	-9	-3
Oc1sc(C=Nc2ccc(F)cc2)c2ccccc12	0	.	.	2	.	28	.	-5
N#C[C@H]1[C@@H](c2ccccc2-c2cccc(F)c2)[C@H](CO)N1C(=O)c1cccnc1	.	0	0.2	.	3	.	6	.
FC(F)(F)c1ccc2c(c1)NCC1CCCN21 (centres undefined)	.	-2	5.3	.	2	.	-43	-4
CC1=CC(C)(C)NC(=S)N1c1cc(C)cc(C)c1	.	2	-0.6	.	0	.	-13	-2
CCN(CC)S(=O)(=O)c1ccc(/C=C/C(=O)Nc2ccc(N3CCOCC3)cc2)cc1	0	3	1.8	6	4	3	-7	4
CC1CC(C)CN(C(=O)CNC(=O)c2ccc3ccccc3c2)C1 (centres undefined)	1	1	.	-16	-2	.	-7	2
CN(C)c1ccc(C(=O)c2ccc(N(C)C)c3ccccc23)cc1	-3	.	.	-1	.	21	.	7
COc1ccccc1C(=O)OCc1nc(N)nc(Nc2ccccc2C)n1	.	1	.	4	-2	.	3	1
COc1ccc(S(=O)(=O)NCC2CCCN(C(=O)c3ccco3)C2)cc1 (centres undefined)	.	2	.	.	5	.	-13	-6
C[C@@H]1CN([C@@H](C)CO)C(=O)c2cccc(NC(=O)Nc3ccc4c(c3)OCO4)c2O[C@H]1CN(C)Cc1ccccc1	-1	3	0.0	9	-2	35	0	27
OC(C#CCN1CCCCC1)c1ccccc1 (centres undefined)	-7	.	.	5	.	2	.	0
CCN1[C@H](C(=O)NC2CCC2)[C@@H](CO)[C@@H]2Cn3c(ccc(-c4ccc(F)cc4)c3=O)[C@@H]21	.	2	-1.7	.	1	.	3	.
COc1ccc(S(=O)(=O)N2CCOCC2)cc1NC(=O)CCNC(=O)c1ccc([N+](=O)[O-])cc1	-2	3	-0.3	12	1	1	2	8
COc1ccc(C(=O)/C=C/NCc2ccc(C)cc2)cc1	0	.	.	1	.	24	.	-4
CCNS(=O)(=O)c1ccc(CCC(=O)N2CCc3ccccc3C2)cc1	11	0	-0.2	5	1	2	0	-20
C=CCn1c(=S)[nH]c2cc(-c3ccccc3)sc2c1=O	4	-3	.	-4	1	.	-3	3
Cc1cccc(S(=O)(=O)N(C)C[C@@H]2OCc3cnnn3CCCC(=O)N([C@H](C)CO)C[C@H]2C)c1	2&-1	0&-1	0.3&-0.1	0&5	4&-4	3&-4&0	-14&2	-16

Compound activity from PubChem BioAssay.
